GALK inh = galactokinase (human) inhibition. P51570. Purified GALK, Kinase-Glo residual ATP luminescence. Potency, µM (highest dose often 57.5 µM), inactives show top-dose activity change, negative = inhibition, usual class: inhibitors. 0.007% of 270,000 active. AID 1868; also: potency is read from the fitted curve at half-maximal effect; % is scaled to controls: 0 for no effect and ±100 for the full control effect
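Quantitative HTS: GALK 5 nM, ATP 35 uM, galactose 100 uM, 1 h room temperature, then luciferase-based ATP detection.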
Tb PFK inh = blocks T. brucei phosphofructokinase; 0.17% of 330,000 active; T. brucei PFK, ADP-Glo luminescence; AID 485367; Potency, µM (series often up to 57.5 µM), for inactives: at the top dose activity, negative = inhibition, usual class: inhibitors; O15648;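 also: potency is read from the fitted curve at half-maximal effect; 0% = uninhibited 1x PFK enzyme wells and -100% = no-enzyme wells; nearly all actives have a fitted effect of over 60% in size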
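Compounds were pin-transferred as a titration series up to 57 uM into substrate buffer (0.5 mM F6P, 0.1 mM ATP, pH 8.0), then 1.25 nM PFK was added and reactions ran 45 min before ADP-Glo detection.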
B2AR arrestin = recruits beta-arrestin to the human beta2-adrenergic receptor. P07550. beta-arrestin recruitment to beta2AR, cell-based reporter. 0.02% of 330,000 active. Potency, µM (titrated, usually from 46.1 µM), without a hit: top-dose activation, most hits filed as activators;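 also: potency is read from the fitted curve at half-maximal effect; 0% = DMSO controls and full agonism = EC100 isoproterenol or metaproterenol; nearly all actives have a fitted effect of over 65% in size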
Target sequence (P07550 whole entry, looked up): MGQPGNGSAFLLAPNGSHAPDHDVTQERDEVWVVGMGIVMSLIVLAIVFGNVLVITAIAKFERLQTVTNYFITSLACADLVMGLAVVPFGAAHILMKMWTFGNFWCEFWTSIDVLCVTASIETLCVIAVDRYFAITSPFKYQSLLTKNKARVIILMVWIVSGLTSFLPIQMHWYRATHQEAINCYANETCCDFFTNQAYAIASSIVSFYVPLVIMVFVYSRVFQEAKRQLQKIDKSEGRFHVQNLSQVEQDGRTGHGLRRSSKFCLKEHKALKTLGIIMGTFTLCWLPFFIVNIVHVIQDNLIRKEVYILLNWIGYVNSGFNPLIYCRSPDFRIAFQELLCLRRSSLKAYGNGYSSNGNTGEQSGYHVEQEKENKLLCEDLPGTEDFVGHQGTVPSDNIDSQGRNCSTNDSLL
Giardia killer = kills Giardia lamblia. Giardia lamblia trophozoite viability. activity change, % at 7.66 µM, hits read low. 0.15% of 340,000 active. AID 540267; in the data active = activity change below about -80%; inconclusive = between about -30% and that limit;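 also: parasites exposed to compound for two days anaerobically before the ATP read; % is scaled to controls: 0 for no effect and ±100 for the full control effect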
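Giardia trophozoites, 100 cells per well, were exposed to compounds for 48 hrs at 37 deg C under anaerobic conditions; viability was then read as ATP content by bioluminescence after 15-30 min at room temperature.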
S-ASM inh = inhibitors of human secretory acid sphingomyelinase. P17405. placental ASM, HMU-PC fluorogenic substrate, 60 min. Potency, µM (doses to about 57.5 µM), for inactives: at the highest dose activity change, negative = inhibition, usual class: inhibitors. 0.006% of 340,000 active; also: potency is read from the fitted curve at half-maximal effect
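qHTS format. ASM enzyme prepared from human placenta hydrolyses the fluorogenic substrate HMU-PC0 (9 uM final) over 60 min at 37 °C after a 10 min compound preincubation.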
Chronic BCR inh = inhibitors of chronic active B-cell receptor signaling; ABC-DLBCL IkBa-CBG/CBR reporter, luminescence ratio, 4 h; Potency, µM (titrated, usually from 46.1 µM), for inactives: at the top dose ratio change, negative = lower green/red ratio, usual class: inhibitors; 0.05% of 340,000 active; active = well fitted inhibition curve with a large enough effect in the signal ratio, with a control signal flat, not every such curve was filed as active; inconclusive = small, poorly fitted or top-dose-only effect, or effect the other way, or a change in a side signal; the % refers to the signal ratio;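 also: potency is read from the fitted curve at half-maximal effect; plate controls were basal doxycycline-induced cells for no effect and cells given 10 µM MG132 for full effect; MG132 reads +100%, hits lower the ratio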
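Doxycycline induced both beetle luciferases in TMD8 lymphoma cells; IKK-driven degradation limits the IkappaBalpha-fused green signal, while red luminescence normalises for cell number and nonspecific effects. Compounds tested up to 46 uM, 4 hrs.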
Menin MLL FP TR = menin-MLL binding inhibition, Texas Red mutant peptide; Menin + Texas Red MLL mutant peptide, fluorescence polarization; 0.23% of 270,000 active; AID 1768; O00255; Potency, µM (highest dose often 61.6 µM), without a hit: at the top dose FP activity change, negative = inhibition, usual class: inhibitors; active = well fitted inhibition curve with a large enough effect in the polarisation, with a control signal flat, not every such curve was filed as active; inconclusive = small, poorly fitted or top-dose-only effect, or effect the other way, or a change in a side signal; inactive = no such curve, though single readings can be large or run the other way; the % refers to the polarisation; also: potency is read from the fitted curve at half-maximal effect; % of control where 0% means no effect; many of its hits are not listed in these tables
PTAP TSG101 blk = blocks PTAP/TSG101 interaction to inhibit HIV-1 budding | Potency, µM (series often up to 115 µM), for inactives: top-dose activity change, negative = inhibition, usual class: inhibitors | 340,000 tested, under 10 active | Fluorescence polarization, FITC-PTAP peptide / Tsg101 binding | Q99816; active = well fitted inhibition curve with a large enough effect in the main read-out, with a control signal flat, not every such curve was filed as active; inconclusive = small, poorly fitted or top-dose-only effect, or effect the other way, or a change in a side signal; inactive = no such curve, though single readings can be large or run the other way; also: potency is read from the fitted curve at half-maximal effect; % of control where 0% means no effect
Target sequence (Q99816 whole entry, looked up): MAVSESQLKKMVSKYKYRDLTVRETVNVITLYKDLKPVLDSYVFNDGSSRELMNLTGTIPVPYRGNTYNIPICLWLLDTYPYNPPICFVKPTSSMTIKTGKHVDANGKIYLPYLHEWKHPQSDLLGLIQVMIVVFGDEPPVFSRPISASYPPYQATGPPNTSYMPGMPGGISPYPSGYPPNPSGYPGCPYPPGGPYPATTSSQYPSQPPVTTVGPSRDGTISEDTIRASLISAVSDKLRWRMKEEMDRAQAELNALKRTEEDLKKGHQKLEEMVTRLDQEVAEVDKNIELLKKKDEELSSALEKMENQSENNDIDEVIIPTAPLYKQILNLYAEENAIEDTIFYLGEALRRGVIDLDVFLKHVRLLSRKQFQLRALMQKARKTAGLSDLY
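Fluorescence polarization binding of Tsg101 binding domain (10 uM final) to FITC-labeled PTAP peptide (50 nM final) in HEPES pH 7.5 buffer with NaCl, Tween 20, EDTA, TCEP. Compounds added before peptide; binding 20 min at RT.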
FBPA coupling cs = counter-screen for Giardia aldolase inhibitors: coupling enzyme system | coupling enzyme system counterscreen, AmpLite Red fluorescence | activity change, negative = inhibition, % at 58.2 µM, hits read low | 0.67% of 290,000 active | AID 2472; in the data active = activity change below about -30%; also: % is scaled to controls: 0 for no effect and ±100 for the full control effect
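Fluorescence at 525 nm excitation and 598 nm emission measured inhibition of the coupled detection system without aldolase. Compounds (at 57.5 uM final) were preincubated 10 min at room temperature with coupling enzyme reagent before a 20 min substrate/AmpLite Red step.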
Integrin act MD = activates integrin-mediated alleviation for muscular dystrophy. alpha7betagal myoblasts, beta-gal FDG fluorescence, 48 h. Potency, µM (doses to about 38.3 µM), for inactives: at the highest dose activation, actives largely listed as activators. 0.064% of 350,000 active;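 also: potency is read from the fitted curve at half-maximal effect; 100% = response of the positive control SU9516; nearly all actives have a fitted effect of over 60% in size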
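Alpha7betagal+/- myoblasts (passage 13) were plated 16-24 hr, then exposed to compounds (1:260 dilution of DMSO stock) for 48 hours at 37C. After MPER lysis, β-galactosidase reporter activity was read as FDG fluorescence (ex 480/em 540) after 30 minutes.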
PKM2 act = PKM2 (human) enzyme activation. P14618. purified PKM2, Kinase-Glo ATP luminescence, activation; response scale: 0% is enzyme alone, no compound. Potency, µM (titrated, usually from 57.5 µM), for the others: at the top dose activation, hits mostly activators. 0.34% of 260,000 active. AID 1631; also: potency is read from the fitted curve at half-maximal effect; % is scaled to controls: 0 for no effect and ±100 for the full control effect; nearly all actives have a fitted effect of over 55% in size
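hPK-M2, >95% pure; 0.1 mM ADP / 0.5 mM PEP final; imidazole pH7.2 buffer w/ 7 mM MgCl2, 50 mM KCl; 1 h RT; Kinase-Glo lum. Intermediate enzyme activity for dual inhibitor/activator qHTS.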
The depositor's hits bear a star; & = joins results of further samples. Unless noted, calls follow the shape of the dose curve; as a rule, active = well fitted curve in the direction sought with a large enough effect; inconclusive = small, poorly fitted or top-dose-only effect, or another doubt; inactive = no such curve, though single readings can be large; an effect the other way counts as inactive or inconclusive. A portion of the library; rates above refer to the full screens.

How did O=C(NCCc1ccccc1)c1ccccc1NS(=O)(=O)N1CCCC1 do in these assays?
GALK inh: 3%; Tb PFK inh: 9%; B2AR arrestin: -0.2%; Giardia killer: 14; S-ASM inh: -1%; Chronic BCR inh: inconclusive; Menin MLL FP TR: 4%; PTAP TSG101 blk: -5%; FBPA coupling cs: 0; Integrin act MD: -24%; PKM2 act: 1%

What do the screens show for `CCc1ccc(NC(=O)CCS(=O)(=O)c2ccc3c(c2)CCN3C(C)=O)cc1`?
GALK inh: -3%; Tb PFK inh: -3%; B2AR arrestin: -0.3%; Giardia killer: 12; S-ASM inh: -2%; Chronic BCR inh: 2%&-11%; Menin MLL FP TR: 1%; PTAP TSG101 blk: 0%; FBPA coupling cs: 2; Integrin act MD: -12%

How did C#Cc1ccc([C@H]2C=C(C(=O)O)O[C@@H](OCc3ccc(CO)cc3)C2)cc1 do in these assays?
GALK inh: -3%; Tb PFK inh: -5%; B2AR arrestin: -0.6%; Giardia killer: -14; S-ASM inh: 10%; Chronic BCR inh: inconclusive; Menin MLL FP TR: 1%; PTAP TSG101 blk: -6%; FBPA coupling cs: 5; Integrin act MD: 7%; PKM2 act: -2%

What do the screens show for `CC(C)CCc1noc(CN(C)CC2CCN(Cc3ccccc3)CC2)n1`?
GALK inh: 0%; Tb PFK inh: -3%; B2AR arrestin: -0.6%; Giardia killer: 3; S-ASM inh: 6%; Chronic BCR inh: -8%; Menin MLL FP TR: -16%; PTAP TSG101 blk: 0%; FBPA coupling cs: 0; Integrin act MD: 3%; PKM2 act: -2%

What do the screens show for `CC(C)(C)OC(=O)NOCC(=O)N(CC(=O)c1ccccc1)Cc1ccccc1`?
Tb PFK inh: 0%; B2AR arrestin: 0.3%; Giardia killer: 7; S-ASM inh: 1%; Chronic BCR inh: 0%; PTAP TSG101 blk: 0%; Integrin act MD: 9%

How did CCCn1c(Sc2nc3c(c(=O)[nH]c(=O)n3C)n2CCC)nc2c1c(=O)[nH]c(=O)n2C do in these assays?
GALK inh: -1%; Tb PFK inh: 3%; B2AR arrestin: -0.3%; Giardia killer: 22; S-ASM inh: 7%; Chronic BCR inh: inconclusive; Menin MLL FP TR: -14%; PTAP TSG101 blk: -3%; FBPA coupling cs: -1; Integrin act MD: 27%; PKM2 act: 3%

What do the screens show for `O=C(O)CC1(CC(=O)NCc2ccc(F)cc2)CCCCC1`?
Tb PFK inh: 2%; B2AR arrestin: -0.4%; Giardia killer: 28; S-ASM inh: 3%; Chronic BCR inh: inconclusive; Menin MLL FP TR: 6%; PTAP TSG101 blk: -3%; FBPA coupling cs: 0; Integrin act MD: 3%

How did Cc1cc2cc(CNC(=S)NC3CCCCC3)ccc2[nH]1 do in these assays?
GALK inh: 7%; Tb PFK inh: -3%; B2AR arrestin: 0.2%; Giardia killer: 5; S-ASM inh: -1%; Chronic BCR inh: -1%; Menin MLL FP TR: 26%; PTAP TSG101 blk: -8%; FBPA coupling cs: 0; Integrin act MD: -18%; PKM2 act: 0%

Results for COc1ccccc1CCNC(=O)CNC(=O)Cc1cccc2ccccc12 ?
GALK inh: 13%; Tb PFK inh: 0%; B2AR arrestin: -0.7%; Giardia killer: -8&2; S-ASM inh: -3%; Chronic BCR inh: -5%; Menin MLL FP TR: -16%; PTAP TSG101 blk: -2%; FBPA coupling cs: 1; Integrin act MD: 27%; PKM2 act: 1%

What do the screens show for `O=C1/C(=C/c2ccc(F)cc2)SC(=S)N1NS(=O)(=O)c1ccccc1`?
GALK inh: 0%; Tb PFK inh: 15%; B2AR arrestin: -0.8%; Giardia killer: 3; S-ASM inh: -3%; Chronic BCR inh: inconclusive; Menin MLL FP TR: inconclusive; PTAP TSG101 blk: 3%; FBPA coupling cs: 9; Integrin act MD: -20%

How did C#CCOCCOCCOCCNc1nc(N2CCN(C(=O)CCCCCCCCCCNC(=O)[C@H](CCCCN)n3cc(CCO)nn3)CC2)nc(N2CCN(C(=O)CCCCCCCCCCNC(=O)[C@H](CCCCN)n3cc(CCO)nn3)CC2)n1 do in these assays?
Tb PFK inh: 30%; B2AR arrestin: 0.0%; Giardia killer: -20; S-ASM inh: 2%; Chronic BCR inh: inconclusive; PTAP TSG101 blk: -4%; Integrin act MD: 1%

Results for CN(C)c1ccc(/C=N/NC(=O)c2ccccc2Cl)cc1 ?
GALK inh: 1%; Tb PFK inh: 0%; B2AR arrestin: -0.2%; Giardia killer: -10; S-ASM inh: 2%; Chronic BCR inh: inconclusive; Menin MLL FP TR: -18%; PTAP TSG101 blk: 1%; FBPA coupling cs: -1; Integrin act MD: 14%; PKM2 act: -2%

Results for COc1ccc(N(CC(=O)Nc2ccc3c(c2)OCCO3)S(C)(=O)=O)c(OC)c1 ?
GALK inh: 8%; Tb PFK inh: 2%; B2AR arrestin: -1.0%; Giardia killer: -1; S-ASM inh: 0%; Chronic BCR inh: inconclusive; Menin MLL FP TR: 11%; PTAP TSG101 blk: -4%; FBPA coupling cs: 0; Integrin act MD: -9%; PKM2 act: 0%

Results for Cc1ccc(-c2n[nH]c(Cc3ccccc3)n2)cc1 ?
GALK inh: 2%; Tb PFK inh: -2%; B2AR arrestin: 0.2%; Giardia killer: -6; S-ASM inh: -2%; Chronic BCR inh: 4%; PTAP TSG101 blk: -3%; Integrin act MD: 17%

Results for Cc1cccc(C(=O)N[C@@H](C)C(=O)N2CCN(c3ncccn3)CC2)c1 ?
Tb PFK inh: -4%; B2AR arrestin: 0.0%; Giardia killer: -17; S-ASM inh: 3%; Chronic BCR inh: inconclusive; PTAP TSG101 blk: -4%; Integrin act MD: -6%

How did O=S(=O)(c1ccc2ccccc2c1)N1C=CC(C(F)(F)F)=NCC1 do in these assays?
GALK inh: 0%; Tb PFK inh: -1%; B2AR arrestin: -0.5%; Giardia killer: 5; S-ASM inh: -2%; Chronic BCR inh: inconclusive; Menin MLL FP TR: 4%; PTAP TSG101 blk: -6%; FBPA coupling cs: 0; Integrin act MD: 2%; PKM2 act: 17%

What do the screens show for `CC(=O)Nc1c(O)nc(SC/C=C/CSc2nc(O)c(NC(C)=O)c(=O)[nH]2)[nH]c1=O`?
GALK inh: 2%; Tb PFK inh: -2%; B2AR arrestin: -0.1%; Giardia killer: 0; S-ASM inh: 5%; Chronic BCR inh: 7%; Menin MLL FP TR: -10%; PTAP TSG101 blk: 0%; FBPA coupling cs: 3; Integrin act MD: 0%; PKM2 act: 1%

How did COc1ccccc1C(=O)Oc1cc(C)[nH]c(=O)c1[N+](=O)[O-] do in these assays?
GALK inh: 9%; Tb PFK inh: 0%; B2AR arrestin: 0.1%; Giardia killer: 1; S-ASM inh: 2%; Chronic BCR inh: -1%; Menin MLL FP TR: -2%; PTAP TSG101 blk: 0%; FBPA coupling cs: 4; Integrin act MD: 12%; PKM2 act: -2%

What do the screens show for `O=C(c1cc(S(=O)(=O)N2CCC3(CC2)OCCO3)ccc1F)N1CCCCC1`?
GALK inh: 1%; Tb PFK inh: -4%; B2AR arrestin: 0.5%; Giardia killer: 1; S-ASM inh: 2%; Chronic BCR inh: 7%; Menin MLL FP TR: 3%; PTAP TSG101 blk: -1%; FBPA coupling cs: -1; Integrin act MD: -10%; PKM2 act: 0%

What do the screens show for `COc1ccc(OCC(=O)Nc2ccc3c(c2)nc(CCN2CCN(C)CC2)n3C)cc1`?
GALK inh: -7%; Tb PFK inh: 1%; B2AR arrestin: 0.3%; Giardia killer: 14; S-ASM inh: 4%; Chronic BCR inh: -1%; PTAP TSG101 blk: 0%; Integrin act MD: -36%

What do the screens show for `O=C(C[C@H]1C[C@H](C(=O)N2CCCCC2)[C@@]2(CCc3ccccc3)c3[nH]c4ccc(Cl)cc4c3CCN2C1=O)NCc1ccco1`?
Tb PFK inh: 1%; B2AR arrestin: 0.1%; Giardia killer: -7; S-ASM inh: -9%; Chronic BCR inh: 5%; PTAP TSG101 blk: 0%; Integrin act MD: -4%

Results for CCCN1C(=O)/C(=C/c2ccc(N3CCOCC3)cc2)NC1=S ?
GALK inh: -3%; Tb PFK inh: 1%; B2AR arrestin: -0.1%; Giardia killer: 0; S-ASM inh: -21%; Chronic BCR inh: inconclusive; Menin MLL FP TR: inconclusive; PTAP TSG101 blk: inconclusive; FBPA coupling cs: -3; Integrin act MD: -37%; PKM2 act: 4%

Results for CSc1nccc(-c2sc(SC)c(C#N)c2-c2ccccc2)n1 ?
GALK inh: -1%; Tb PFK inh: 5%; B2AR arrestin: -0.2%; Giardia killer: 2; Chronic BCR inh: 6%; PTAP TSG101 blk: -4%; FBPA coupling cs: 3; Integrin act MD: 2%; PKM2 act: 6%

Screening results deposited in PubChem BioAssay by National Center for Advancing Translational Sciences (NCATS).
